Screens: PubChem, Broad Institute
ERAP1 inh: inhibitors of human ERAP1 aminopeptidase. Q9NZ08. recombinant ERAP1, Leu-AMC fluorescence, 60 min. inhibition, % at 10.7 µM. hit rate 0.15% among 340,000;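 active means mean replicate inhibition of at least 30%, or all replicates individually reaching that 30% level; inactive means mean below 30% and not every replicate reaching it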;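 further: 0% = neutral control wells and 100% = L-leucinethiol positive control wells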
DENV2 CPE rescue: DENV2-induced cell death inhibition; DENV2-infected cells, cytopathic effect rescue, plate reader; CPE inhibition, % at 9.99 µM; hit rate 1.7% among 350,000; AID 651640; in the data active means CPE inhibition above about 20%, passing the limit was not always enough; inconclusive means no clear call, values can overlap the other calls; tested in BHK-21 cells;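 further: 0% = median of neutral control wells and 100% = median of positive control wells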
CASP6 VEID inh: inhibitors of human caspase-6; P55212; inhibition, % at 12.5 µM; AID 686996; hit rate 0.53% among 350,000; purified caspase-6, Z-VEID-R110 cleavage fluorescence;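 active means mean inhibition across replicates at least about 35%, with every replicate also reaching that limit, limit read from the data; inconclusive means only one of the two criteria met; inactive means neither criterion met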;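 further: 0% = median of neutral control wells and 100% = no fluorescence left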
Target sequence (P55212 24-179 limits assumed): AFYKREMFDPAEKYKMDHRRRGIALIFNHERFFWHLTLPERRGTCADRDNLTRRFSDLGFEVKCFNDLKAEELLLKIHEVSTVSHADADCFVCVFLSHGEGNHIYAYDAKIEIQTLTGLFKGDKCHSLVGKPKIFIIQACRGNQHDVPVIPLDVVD
Target sequence (P55212 194-293 limits assumed): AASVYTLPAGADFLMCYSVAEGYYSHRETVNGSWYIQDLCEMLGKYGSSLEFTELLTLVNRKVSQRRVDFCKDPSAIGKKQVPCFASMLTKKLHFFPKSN
ERp5 block: ERp5 (human) disulfide isomerase inhibition; hit rate 0.05% among 350,000; ERp5 insulin aggregation, absorbance 650 nm, 90 min; AID 651711; Q15084; inhibition, % at 9.99 µM;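 active means mean replicate inhibition above about 25%, with every replicate also reaching it, limit read from the data, passing the limit was not always enough; inconclusive means only one of those two criteria met; inactive means neither criterion met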
Target sequence (Q15084 whole entry, looked up): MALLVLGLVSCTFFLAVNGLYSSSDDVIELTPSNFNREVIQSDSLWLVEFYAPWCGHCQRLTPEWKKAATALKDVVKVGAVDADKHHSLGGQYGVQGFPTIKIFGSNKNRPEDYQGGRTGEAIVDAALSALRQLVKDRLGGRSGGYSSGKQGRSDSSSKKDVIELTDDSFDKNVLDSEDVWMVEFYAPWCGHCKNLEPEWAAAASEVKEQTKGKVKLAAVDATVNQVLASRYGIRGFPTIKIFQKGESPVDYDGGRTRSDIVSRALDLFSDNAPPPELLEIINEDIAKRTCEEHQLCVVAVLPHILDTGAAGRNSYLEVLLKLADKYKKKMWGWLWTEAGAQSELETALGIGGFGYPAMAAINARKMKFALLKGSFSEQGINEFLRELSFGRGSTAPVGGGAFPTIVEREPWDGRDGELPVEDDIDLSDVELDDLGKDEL
SIRT5 block: inhibitors of human sirtuin-5 desuccinylase; Purified SirT5, succinyl-peptide AMC, trypsin-coupled fluorescence; inhibition, % at 15 µM; Q9NXA8; hit rate 1.1% among 330,000; in the data active means inhibition above about 15%; inconclusive means no clear call, values can overlap the other calls
Target sequence (Q9NXA8 whole entry, looked up): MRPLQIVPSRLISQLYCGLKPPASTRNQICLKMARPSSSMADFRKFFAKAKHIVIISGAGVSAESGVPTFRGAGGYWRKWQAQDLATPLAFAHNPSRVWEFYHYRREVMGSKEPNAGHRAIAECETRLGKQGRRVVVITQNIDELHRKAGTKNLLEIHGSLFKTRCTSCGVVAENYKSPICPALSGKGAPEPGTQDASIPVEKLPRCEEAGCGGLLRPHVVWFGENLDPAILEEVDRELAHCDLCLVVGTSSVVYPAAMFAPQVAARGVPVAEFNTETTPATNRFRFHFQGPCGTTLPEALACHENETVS
miR122 inh: miR-122 inhibition in Huh7 cells. activation (reporter increase), % at 12.5 µM. AID 602342. Huh7 miR-122 Renilla luciferase sensor, 48 h; neutral wells = 0, positive control = 100. hit rate 0.3% among 340,000;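 active means mean replicate activation score at least 90 and every replicate individually at or above 90; inconclusive means only one of the two criteria met; inactive means neither criterion met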;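 further: higher luciferase means less miR-122 activity so hits act as miR-122 inhibitors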
F508del corr: correctors of CFTR F508del function in bronchial epithelial cells; activity (quench increase), % at 7.58 µM; AID 720511; CFBE cells, YFP halide quenching; stimulated with forskolin plus potentiator P3; % fluorescence drop versus neutral controls; hit rate 0.36% among 350,000;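 active means mean added fluorescence quench of at least 8% versus neutral control, with both replicates also reaching 8%; inconclusive means only one of the mean or replicate conditions met; inactive means mean below 8% and not both replicates reaching 8%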;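 further: cells transiently co-express mutant CFTR-F508del with the halide-sensitive YFP; corrector assay measuring rescue of mutant channel to the surface after 24 h compound exposure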
* = called active by the depositor; ? = inconclusive; / = no result given; & = joins results of further samples; [ ] = remark or other dose.

SMILES	ERAP1 inh	DENV2 CPE rescue	CASP6 VEID inh	ERp5 block	SIRT5 block	miR122 inh	F508del corr
C=CCC[C@@H](CCCCC)OC(=O)/C=C/[C@@H](O)[C@H](O)C[C@H](O)CC=C	5	-4	-3	2	-1	/	0.1
Cc1ccc(NC(=O)CCC(=O)N2CCOCC2)nc1	-4	10	-3	-1	-2	-3	1.1
CCCn1cnc2c(SCc3ccc(Cl)cc3)nc(N)nc21	-2	?	-2	1	-5	/	4.6
COCCNC(=O)C[C@H]1C[C@H]2c3cc(NC(=O)CN(C)C)ccc3O[C@H]2[C@@H](CO)O1	0	3	2	-4	-3	-7[16.7 µM]	0.0
Cc1ccc(NC(=O)c2ccc(S(=O)(=O)N(C)c3ccccc3)cc2)cc1S(=O)(=O)N1CCOCC1	0	0	0	2	0	-20	-0.8
Cc1c(OCc2ccccc2)c(=O)ccn1Cc1ccc(F)cc1	1	?	-1	-5	0	/	2.3
O=C(Nc1ccc2c(c1)[C@@H]1C[C@@H](CC(=O)N3CCOCC3)O[C@H](CO)[C@@H]1O2)Nc1ccccc1F	2	-4	-6	-1	1	-7[16.7 µM]	1.2
Cc1cccc2nc(CSc3nc4cc([N+](=O)[O-])ccc4s3)cn12	2	5	-3	6	1	/	/
Cc1ccc(-n2ncc3c2ncn2c(C)nnc32)cc1C	0	/	0	2	/	-5	/
COc1ccc(CCNC(=O)C(=O)NCC2OCCN2S(=O)(=O)c2ccc(Cl)cc2)cc1 (stereo not given)	-1	6	0	-4	-1	-3	-1.5
C[C@@H]1CN([C@@H](C)CO)C(=O)c2cccc(NS(=O)(=O)c3cccs3)c2O[C@@H]1CN(C)C(=O)Nc1ccc(C(F)(F)F)cc1	-2	-5	1	-2	3	8[16.7 µM]	0.4
CC(C)N(C(=O)[C@H]1C[C@H](CC(=O)NCCCN(C)C)C(=O)N2CCc3c([nH]c4cc(-c5ccco5)ccc34)[C@]12C)C(C)C	3	5	-33	-1	-9	-17	-1.6
Cc1ccc(NC(=O)CSc2nnc(C)n2CC2CCCO2)cc1 (stereo not given)	2	-7	0	-5	3	/	1.7
O=C(Nc1ccc(S(=O)(=O)N2CCCC2)cc1)c1cncc(Br)c1	1	-1	3	-2	1	/	-0.6
CCOC(=O)C1=C(c2ccccc2)N=c2s/c(=C\c3ccc(O)cc3)c(=O)n2C1c1cccs1 (stereo not given)	-3	?	-4	-2	0	-9	1.6
COc1cc2c(cc1OC)C(=S)NC(C)(C)C2	-4	/	-1	3	-2	-8	0.5
NS(=O)(=O)c1ccc(NC(=O)c2ccc3c(c2)CCN3S(=O)(=O)c2ccccc2)cc1	-3	-3	-4	4	-3	11	8.0
CN(C)c1ccc2c(c1)[C@H]1C[C@@H](CC(=O)NCc3ccc(Cl)cc3)O[C@@H](CO)[C@H]1O2	-6	4	-8	-6	/	-6[16.7 µM]	1.4
CC(C)CNC(=O)Nc1ccc(F)c(Cl)c1	-4	-5	-1	-15	-2	/	1.7
COc1ccccc1C(=O)C1CCCN(Cc2cccc3nccnc23)C1 (stereo not given)	-3	4	-1	3	1	6	-1.2
Cc1ccc(CN2CCN(/N=C/c3ccc(Cl)c([N+](=O)[O-])c3)CC2)cc1	-1	-9	-3	11	-3	-2	2.7
Nc1ccccc1C#Cc1ccc([N+](=O)[O-])cc1	0	3	0	3	-1	/	/
CN1C(=S)SC(/[N+]([O-])=C/c2c(F)cccc2Cl)C1(C)C (stereo not given)	-1	?	-4	-12	-3	3	-1.8
C[C@@H]1CN([C@@H](C)CO)C(=O)c2cc(NC(=O)C3CCCCC3)ccc2O[C@H]1CN(C)S(=O)(=O)c1cn(C)cn1	0	10	0	-5	4	2[16.7 µM]	-0.6
CCc1nnc(NC(=O)c2ccc(S(=O)(=O)N(CC)CC)cc2)s1	1	0	0	-4	-4	-1	-4.2

Reformatted as labelled records: two of the compounds above
> Cc1ccc(NC(=O)c2ccc(S(=O)(=O)N(C)c3ccccc3)cc2)cc1S(=O)(=O)N1CCOCC1
  ERAP1 inh: 0 | DENV2 CPE rescue: 0 | CASP6 VEID inh: 0 | ERp5 block: 2 | SIRT5 block: 0 | miR122 inh: -20 | F508del corr: -0.8
> Cc1c(OCc2ccccc2)c(=O)ccn1Cc1ccc(F)cc1
  ERAP1 inh: 1 | DENV2 CPE rescue: ? | CASP6 VEID inh: -1 | ERp5 block: -5 | SIRT5 block: 0 | miR122 inh: / | F508del corr: 2.3

For reference, some entries already given:
SMILES	ERAP1 inh	DENV2 CPE rescue	CASP6 VEID inh	ERp5 block	SIRT5 block	miR122 inh	F508del corr
C=CCC[C@@H](CCCCC)OC(=O)/C=C/[C@@H](O)[C@H](O)C[C@H](O)CC=C	5	-4	-3	2	-1	/	0.1
Cc1ccc(NC(=O)CCC(=O)N2CCOCC2)nc1	-4	10	-3	-1	-2	-3	1.1
CCCn1cnc2c(SCc3ccc(Cl)cc3)nc(N)nc21	-2	?	-2	1	-5	/	4.6
COCCNC(=O)C[C@H]1C[C@H]2c3cc(NC(=O)CN(C)C)ccc3O[C@H]2[C@@H](CO)O1	0	3	2	-4	-3	-7[16.7 µM]	0.0
Cc1ccc(NC(=O)c2ccc(S(=O)(=O)N(C)c3ccccc3)cc2)cc1S(=O)(=O)N1CCOCC1	0	0	0	2	0	-20	-0.8
Cc1c(OCc2ccccc2)c(=O)ccn1Cc1ccc(F)cc1	1	?	-1	-5	0	/	2.3
O=C(Nc1ccc2c(c1)[C@@H]1C[C@@H](CC(=O)N3CCOCC3)O[C@H](CO)[C@@H]1O2)Nc1ccccc1F	2	-4	-6	-1	1	-7[16.7 µM]	1.2

Next section.
SMILES	ERAP1 inh	DENV2 CPE rescue	CASP6 VEID inh	ERp5 block	SIRT5 block	miR122 inh	F508del corr
Cc1oc(-c2ccc(C(F)(F)F)cc2)nc1CN(Cc1ccccn1)C[C@@H]1CCC(=O)N1	8	-3	3	2	-1	/	3.1
COc1cccc(CNC(=O)CCCn2nc(C)n3c(cc4sccc43)c2=O)c1	1	-4	0	6	0	-6	0.9
C[C@H](CO)N1C[C@H](C)[C@H](CN(C)Cc2ccc(Cl)c(Cl)c2)Oc2ccc(NS(=O)(=O)c3cn(C)cn3)cc2C1=O	2	2	1	2	0	-4[16.7 µM]	-3.5
Cc1[nH]nc(Nc2ccc(Br)cc2)c1[N+](=O)[O-]	-2	4	4	-5	-3	/	/
COc1ccc(OC)c(CN2CCC(CNC(=O)Nc3cccc(Cl)c3)CC2)c1	-1	7	0	4	-3	-5	3.5
Cc1c(C#N)c(NC(=O)CCl)n(Cc2cccs2)c1C	2	7	19	3	1	1	-0.4
CN(C)C(=O)C[C@@H]1CC[C@@H](NC(=O)c2ccc(F)cc2)[C@H](CO)O1	3	45*	2	1	-3	-9[16.7 µM]	1.5
COc1ccc(S(=O)(=O)NCCc2c[nH]c3ccccc23)cc1OC	-1	-3	0	-10	21*	82	-1.1
Cc1ccc(-c2csc(NNC(=O)c3ccccc3)n2)cc1	3	5	1	-1	1	/	/
O=C(O/C(=C/c1ccccc1)C(F)(F)F)c1ccccc1	-4	10	-2	-5	/	-3	-1.6
Cc1cccc(-c2cnc(C(O)c3cc(C)cc(C)c3)[nH]2)c1 (stereo not given)	-5	6	2	-3	7	24	2.1
COc1ccccc1S(=O)(=O)N[C@H]1CC[C@H](CC(=O)N2CCOCC2)O[C@@H]1CO	1	0	1	-1	-5	/	0.9
COC(=O)CCSCC(=O)N1N=C(c2ccc(OC)cc2)CC1c1cccc(OC)c1OC (stereo not given)	-1	-6	6	4	-2	/	5.8
COCC(=O)N1C[C@@H](C)[C@H](OC)CN(C)C(=O)c2ccc(NC(=O)C3CCC3)cc2OC[C@@H]1C	-4	-3	/	1	7	15[16.7 µM]	1.9
O=C(C[C@H]1CC[C@@H]2[C@H](COC[C@@H](O)CN2Cc2ccccc2)O1)NCCCN1CCOCC1	-1	9	1	4	1	2[16.7 µM]	0.0
CCC(C)c1ccc(S(=O)(=O)N2CCN(c3ccccn3)CC2)cc1 (stereo not given)	2	-1	-1	2	/	9	1.0
CC1CN(Cc2cc(=O)oc3cc(O)c(Cl)cc23)CC(C)O1 (stereo not given)	60*	-4	7	/	-37	-4	1.4
COc1cc(/C=N/Nc2nc(C)cc(C)n2)cc(OC)c1OC	0	1	4	-4	7	4	-3.6
COc1ccc(OC)c(S(=O)(=O)N2CCC(C(=O)NCc3ccncc3)CC2)c1	-3	1	-3	1	-5	-3	0.4
Cc1ccc(-c2cnc3c(c2)C(=O)N([C@H](C)CO)C[C@@H](C)[C@H](CN(C)C(=O)c2cccc(F)c2)O3)cc1	-1	-2	5	5	8	5[16.7 µM]	1.1
O=C(Cc1c(F)cccc1Cl)Nc1ccccn1	-1	-2	0	5	-2	/	-4.4
COCC(=O)N(C)C[C@H]1Oc2cc(-c3cncnc3)ccc2S(=O)(=O)N([C@@H](C)CO)C[C@H]1C	-1	-8	0	7	-2	-1[16.7 µM]	-0.2
CCC(C)Sc1cc(-c2nc3ccccn3c2NC2CCCCC2)ccc1OC (stereo not given)	-1&0	-13&9	0&-2	3&1	/	65	-0.3&2.8
CCC(=O)N1N=C(c2cccs2)CC1c1ccc(OC)cc1 (stereo not given)	1	-3	3	4	1	-3	-0.9
CCCC#Cc1ccc([C@H]2[C@@H](CO)N3C(=O)CN(C(=O)NC4CCCC4)C[C@@H]23)cc1	-1	31*	2	-4	0	/	2.9

Ordered by the number under SIRT5 block (high to low): three of the compounds above.
Molecule | ERAP1 inh | CASP6 VEID inh | ERp5 block | SIRT5 block | miR122 inh | F508del corr
COc1cc(/C=N/Nc2nc(C)cc(C)n2)cc(OC)c1OC | 0 | 4 | -4 | 7 | 4 | -3.6
Cc1[nH]nc(Nc2ccc(Br)cc2)c1[N+](=O)[O-] | -2 | 4 | -5 | -3 | / | /
COc1ccc(OC)c(S(=O)(=O)N2CCC(C(=O)NCc3ccncc3)CC2)c1 | -3 | -3 | 1 | -5 | -3 | 0.4

More records follow:
SMILES	ERAP1 inh	DENV2 CPE rescue	CASP6 VEID inh	ERp5 block	SIRT5 block	miR122 inh	F508del corr
CC(C)C(=O)Nc1ccc2c(c1)C(=O)N(C)[C@H]1CC[C@@H](CC(=O)NCc3ccc(F)cc3)O[C@H]1CO2	4	-8	1	-1	2	44[16.7 µM]	3.6
CCOc1ccc(NC(=O)CCCNC(=O)Cn2cnc3sc(C)c(C)c3c2=O)cc1	0	-1	-2	3	7	-2	-3.0
Cc1cc(/C=C2\NC(=S)NC2=O)c(C)n1-c1cccnc1	4	1	0	4	-13	2	0.2
CCCCN(C)c1c(C)nc2ccc(C(=O)NCc3cccs3)cn12	-2	1	2	1	0	-1	0.3
C[C@@H]1CN([C@H](C)CO)C(=O)c2cc(-c3cccc(F)c3)cnc2O[C@@H]1CN(C)Cc1ccncc1	-1	?	2	-1	3	-2[16.7 µM]	-1.5
CN(C)c1ccc2c(=O)[nH][nH]c(=O)c2c1	-5	-1	4	-1	-3	/	-2.3
CCCSc1ncnc2c1oc1ccccc12	1	-5	1	-1	1	/	0.3
Cc1ccc(-c2csc(NC(=O)COc3ccc(N(C)S(=O)(=O)c4ccc(C)cc4)cc3)n2)cc1	2	-2	-1	0	-6	/	/
C/C=C/c1ccc2c(c1)O[C@@H](CN(C)C(=O)CC)[C@@H](C)CN([C@H](C)CO)S2(=O)=O	0	-8	-4	22	-6	0[16.7 µM]	1.8
COc1ccc(CCNC(=O)Cc2cc(=O)[nH]c(=O)[nH]2)cc1OC	3	2	1	6	-2	3	-1.2
Cc1cc(C(=O)COC(=O)c2ccc(Cl)c(S(N)(=O)=O)c2)c(C)n1CC1CCCO1 (stereo not given)	1	5	5	2	2	/	6.6
CN(C)c1cccc2c(/C=N/O)ccc(N(C)C)c12	-2	0	2	-4	-1	3	-2.4
Cc1ccc2c(c1)c1c3n2CCNC3CCC1 (stereo not given)	2&-1	?	-3&0	3&3	-3&-1	-2&-1	0.4&-2.5
Cc1noc(C)c1NC(=O)Nc1ccc2c(c1)CC(=O)N([C@H](C)CO)C[C@H](C)[C@@H](CN(C)C(=O)NC1CCCCC1)O2	2	-1	/	19	-1	-2[16.7 µM]	-0.3
NC(=O)c1ccsc1NC(=O)COC(=O)c1ccc(Cl)cc1	3	5	4	-2	0	/	1.8
Cc1ccc(OCC(=O)N2CCCCCCC2)cc1	/	4	-5	-1	3	0	3.7
